Source: PubChem
TDP1 cell CPT = DT40-hTDP1 cell growth loss with CPT; Potency, µM (doses to about 46.2 µM), for the others: at the top dose activity change, negative = growth inhibition, usual class: inhibitors; chicken DT40 Tdp1-/-;hTDP1 cells + 20 nM CPT, ATP luminescence, 48 h; actives 12% (n = 420,000); also: nearly all actives have a fitted effect of over 55% in size
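Chicken DT40 Tdp1-/- cells complemented with human TDP1, 400 cells/well, exposed to compounds plus 20 nM camptothecin for at least 48 h at 37 C; viability read as ATP content by CellTiter-Glo luminescence.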
KAT2A inh = blocks human GCN5L2 histone acetyltransferase; actives 0.21% (n = 390,000); AID 504327; Potency, µM (doses to about 58.9 µM), for inactives: top-dose activity change, negative = inhibition, actives largely listed as inhibitors; GCN5L2 HAT assay, ThioGlo1 CoA-SH fluorescence
Target sequence (Q92830 whole entry, looked up): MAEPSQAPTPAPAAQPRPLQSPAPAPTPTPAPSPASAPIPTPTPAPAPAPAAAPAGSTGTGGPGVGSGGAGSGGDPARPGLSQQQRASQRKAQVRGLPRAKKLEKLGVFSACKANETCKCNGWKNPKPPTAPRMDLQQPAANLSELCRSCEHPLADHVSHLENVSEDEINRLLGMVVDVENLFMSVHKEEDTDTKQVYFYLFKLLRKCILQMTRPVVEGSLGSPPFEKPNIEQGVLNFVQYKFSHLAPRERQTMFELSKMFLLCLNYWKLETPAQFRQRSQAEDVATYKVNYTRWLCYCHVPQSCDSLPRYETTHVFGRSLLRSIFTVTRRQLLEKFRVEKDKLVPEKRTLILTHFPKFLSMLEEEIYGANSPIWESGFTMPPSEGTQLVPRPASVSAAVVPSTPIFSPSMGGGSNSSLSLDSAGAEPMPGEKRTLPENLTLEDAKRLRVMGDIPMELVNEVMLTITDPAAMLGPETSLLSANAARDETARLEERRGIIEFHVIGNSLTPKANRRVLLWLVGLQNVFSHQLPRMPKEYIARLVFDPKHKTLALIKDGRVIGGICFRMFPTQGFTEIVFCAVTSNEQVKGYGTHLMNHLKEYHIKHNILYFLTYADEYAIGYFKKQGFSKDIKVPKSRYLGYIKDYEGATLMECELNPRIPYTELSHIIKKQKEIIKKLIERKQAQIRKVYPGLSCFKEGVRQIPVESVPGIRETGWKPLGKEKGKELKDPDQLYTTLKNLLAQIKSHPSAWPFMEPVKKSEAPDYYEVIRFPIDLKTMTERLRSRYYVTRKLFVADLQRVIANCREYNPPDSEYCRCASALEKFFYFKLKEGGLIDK
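Compounds, pin-transferred from DMSO stocks, meet 20nM GCN5L2 for 15 min before the reaction begins with H3(1-25) peptide (75uM) and acetyl-CoA (70uM). Thiol-reactive ThioGlo1 reports CoA release over 20 min at room temperature.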
DT40 TDP1 no CPT = qHTS for Inhibitors of human tyrosyl-DNA phosphodiesterase 1 (TDP1): qHTS in cells in absence of CPT; DT40 Tdp1-/- hTDP1 cells, no CPT, ATP luminescence, 48 h; Potency, µM (titrated, usually from 46.2 µM), for inactives: top-dose activity change, negative = growth inhibition, most hits filed as inhibitors; actives 15% (n = 420,000); AID 686978, 2013; also: nearly all actives have a fitted effect of over 55% in size
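A cellular qHTS used chicken DT40 cells lacking endogenous Tdp1 but carrying stably transfected human TDP1. Compounds were applied without camptothecin, and cell growth kinetics were judged by ATP-dependent luminescence after ≥48 hr.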
Numbers without * were called inactive; ? = inconclusive; / = not tested or not shown. Calls follow the shape of the dose curve; as a rule, active = well fitted curve in the direction sought with a large enough effect; inconclusive = small, poorly fitted or top-dose-only effect, or another doubt; inactive = no such curve, though single readings can be large; an effect the other way counts as inactive or inconclusive. % is scaled to controls: 0 for no effect and ±100 for the full control effect; potency is read from the fitted curve at half-maximal effect. Not all compounds are listed; count on the stated rates, not on these rows.

Molecule | TDP1 cell CPT | KAT2A inh | DT40 TDP1 no CPT
Cc1ccc(CNC(=O)c2ccc3c(c2)nc2n3CCOC2)cc1 | -14.4% | 8.9% | -15.1%
CC1(OCON)CCCc2ccccc21 (centres undefined) | -6.6% | -6.0% | -9.4%
CN(C(=O)c1ccc(NC(=O)Cc2cccc(NC(=O)C3CCCN(C(=O)CCc4ccccc4)C3)c2)cc1)C1CC1 (centres undefined) | ? | / | ?
Cc1ccc2occ(-c3cc(-c4ccc(Cl)cc4)nc4c3COc3ccccc3-4)c(=O)c2c1 | -0.2% | 3.5% | 1.0%
O=C(NCCCCl)C1CC(=O)N(CCc2ccc(F)cc2)C1 (centres undefined) | 7.2% | 0.1% | -16.0%
Cc1ccc(C(=O)CCC(=O)Nc2ccccc2C)c(C)c1 | 4.2% | -6.1% | -22.1%
CC(=O)Nc1ccc(C2=NOC(C)(C)C(=O)N2Cc2cccc(C#N)c2)cc1 | -26.7% | / | -14.0%
CC(CNC(=O)C1CCCCC1)NC(=O)C1CCCCC1 (centres undefined) | 9.0% | 0.7% | -0.3%
CCOC(=O)c1[nH]c2c(c1-c1ccccc1)C(=O)CC(c1ccc(OC)c(OC)c1)C2 (centres undefined) | ? | -3.8% | ?
CC(C)OC(=O)Nc1ccc2nc(-c3cscn3)[nH]c2c1 | 0.841µM* | -13.5% | 1.19µM*
O=C(NC1CCCCCC1)C(=S)NCc1ccccc1 | ? | -9.1% | -29.9%
CSCCC(NC(=O)c1ccccc1Br)C(=O)NCC(c1ccco1)N1CCCCC1 (centres undefined) | -8.5% | 1.4% | 3.7%
Cc1ccc(/C=C(\C#N)C(=O)Nc2cc(C)ccc2C)cc1 | ? | -6.2% | ?
Cc1ccc(-n2c(C)cc(C=C(C#N)C#N)c2C)cc1 | ? | -4.3% | ?
COc1ccc(NC(=O)Nc2ccc(N3CCOCC3)c3nonc23)c(OC)c1 | -16.2% | -14.7% | -21.0%
CN(C)[C@@H](CO)c1nnc([C@H](CCC(=O)O)NC(=O)C2CCNCC2)o1 | -3.8% | 1.7% | 6.8%
COc1ccc(/C=C(\C#N)C(=O)OCC(=O)Nc2ccc(C(C)(C)C)cc2)cc1 | 5.6% | -9.8% | -29.6%
O=C(Nc1ccc(Cl)cc1)Nc1csc([N+](=O)[O-])c1 | 18.4µM* | -16.7% | 9.2µM*
O=C(Nc1cccc([N+](=O)[O-])c1)Nc1ccc2c(c1)CCC2 | 20.6µM* | 1.2% | ?
CC(C)(C)c1cc(NC(=O)COC(=O)c2nccnc2N)n(-c2ccccc2)n1 | 11.5% | -18.5% | 21.4%
O=[N+]([O-])c1ccc(OCC(O)CNCCNc2nccc(C(F)(F)F)n2)cc1 (centres undefined) | -26.0% | -2.0% | ?
CC(C)c1ccc(C2=CC(c3cccc(Cl)c3)n3c(nc4ccccc43)N2)cc1 (centres undefined) | ? | -0.9% | 16.4µM*
O=C(NN=C1CCCCCC1)NC1CCCCC1 | 14.4% | 2.1% | -11.0%
COc1ccc(Cn2c(CCCO)nc3ccccc32)cc1OC | 1.1% | -6.3% | 7.2%
COc1ccc(-c2cc(-c3ccc(O)cc3)nc(N)c2C#N)cc1 | ? | -10.8% | 23.1µM*
COc1ccccc1N1C(=NC(=O)C2CCCCC2)SC2CS(=O)(=O)CC21 (centres undefined) | -0.4% | -10.6% | 2.9%
CC(C)COC(=O)n1c(SCC(=O)N(C)C)nc2ccccc21 | -18.3% | -3.6% | -18.4%
C=CCC(CC(O)COCCC)C(=O)NNC(=S)Nc1ccccc1 (centres undefined) | 4.61µM* | -5.5% | 2.31µM*
O=C(CCc1nc(-c2ccccc2)no1)NCC1CCCO1 (centres undefined) | -16.3% | -0.3% | -26.8%
OCCC1CN(CC2CCCCC2)CCN1C1CCCC1 (centres undefined) | -15.9% | -6.2% | -11.1%
CN(C)CCCNS(=O)(=O)c1ccc(Oc2ncc(C(F)(F)F)cc2Cl)cc1 | ? | 1.7% | ?
O=C(C1=C(O)C(=O)N(c2ncccn2)C1c1ccc(F)cc1)c1ccco1 (centres undefined) | 5.1% | -6.5% | 3.3%
COc1ccc2nc(SCC(=O)NC3CCCCC3)[nH]c2c1 | -20.6% | -4.5% | -18.0%
CC(C)CCc1noc(CN2CCN(c3ccc(Cl)cn3)CC2)n1 | -14.2% | -1.0% | 1.5%
COc1ccc(OC)c(NC(=O)COCc2cc(-c3ccc(F)cc3)on2)c1 | 18.4µM* | -2.0% | ?
Cc1ccc(Nc2c(-c3ccccc3O)nc3cnccn23)cc1 | ? | -8.2% | ?
Cc1ccc(S(=O)(=O)N(C)c2ccc(C(=O)NCC(c3ccco3)N3CCCC3)cc2)cc1 (centres undefined) | ? | / | 16.4µM*
CCCOc1ccc(C(=O)Nc2nc(C)c(Cc3ccc4c(c3)OCO4)s2)cc1 | ? | -12.2% | 7.31µM*
O=C(Cc1c(F)cccc1Cl)OCC(=O)N1CCc2ccccc21 | 11.1% | -4.2% | -1.0%
Cc1nc2ccccc2n1CCc1nc2c3ccccc3nc(SCc3ccc(C#N)cc3)n2n1 | -16.4% | -2.2% | -6.3%
CC(=O)c1ccc(NC(=O)C2C3CCC(C3)C2C(=O)O)cc1 (centres undefined) | 1.7% | ? | 2.6%
COc1ccc(Cn2nnnc2C(c2cccs2)N2CCOCC2)cc1 (centres undefined) | 6.0% | -0.7% | -10.6%
O=C(NCC1CCCO1)C1CCC(=O)N1Cc1ccc(F)cc1 (centres undefined) | -15.5% | 1.1% | -7.2%
C=CC[N+](C)(C)C/C(Cl)=C(\Cl)c1ccccc1 | -2.9% | -5.2% | -0.3%
Cc1ccc(NC(=O)CN(C)C(=O)CSc2nccn2C)cc1 | 10.0% | -2.2% | -14.8%

Compound profiles, from the list above.
Cc1ccc2occ(-c3cc(-c4ccc(Cl)cc4)nc4c3COc3ccccc3-4)c(=O)c2c1 reads TDP1 cell CPT: -0.2%; KAT2A inh: 3.5%; DT40 TDP1 no CPT: 1.0%
CSCCC(NC(=O)c1ccccc1Br)C(=O)NCC(c1ccco1)N1CCCCC1 (centres undefined) reads TDP1 cell CPT: -8.5%; KAT2A inh: 1.4%; DT40 TDP1 no CPT: 3.7%

The listing continues.
Molecule | TDP1 cell CPT | KAT2A inh | DT40 TDP1 no CPT
O=C(COC(=O)Cc1ccsc1)Nc1ccccc1Cl | -3.3% | -7.7% | -3.0%
COc1ccccc1CNc1ccnc(-c2cccnc2)n1 | ? | -3.0% | -24.6%
COC(=O)c1c(C(=O)OC)c(-c2ccc(C)cc2)n2c1CCC2 | -14.3% | -13.1% | -26.2%
C=C(C)CNC(=S)NNC(=O)c1cc(C)oc1C | -2.0% | 3.0% | -6.1%
CC(C)c1ccc(N(CC(=O)N/N=C/c2ccc(OC3CSC3)cc2)S(=O)(=O)c2ccccc2)cc1 | 23.1µM* | 1.3% | ?
COc1ccc2c(c1)CCc1c(C(=O)NCCc3ccc(OC)c(OC)c3)noc1-2 | ? | -1.8% | 12.6µM*
Nc1cccc(CCc2nc3ccccc3[nH]2)c1 | -2.0% | -2.7% | -16.2%
Cc1ccc(C)c(NC(=O)CCN2CCC(C)CC2)c1 | -22.0% | -1.1% | -0.3%
COc1ccc2oc(=N)c(C(=O)Nc3ccc(Br)cc3)cc2c1 | 2.5% | -1.9% | -11.4%
COc1ccc(COC(=O)c2cc(S(=O)(=O)N3CCCCC3)ccc2N2CCOCC2)cc1 | 18.4µM* | -10.6% | 16.4µM*
COc1ccc(C(CC(=O)O)NC(=O)c2ccco2)cc1 (centres undefined) | 1.6% | 0.0% | -3.8%
O=C1NC[C@H](Cc2ccccc2)N(C[C@@H]2CCCN2C[C@H](Cc2ccccc2)N2C[C@H](Cc3ccccc3)N(CC3CCCCC3)C(=O)C2=O)C1=O | 16.4µM* | / | 23.1µM*
CCc1c(-c2ccccc2)[n+](=O)c2c(n1[O-])CCC2 | 1.7% | -2.5% | -22.4%
O=C(CNc1ccccc1F)Nc1cc(S(=O)(=O)N2CCCCC2)ccc1Cl | -29.6% | -7.2% | -27.2%
O=C1CCC/C=C/C[C@@H](CC(=O)N(CCO)Cc2ccccc2)C(=O)NC[C@@H](c2ccccc2)O1 | 6.3% | -0.2% | -27.1%

Some of these compounds in order of molecular weight, ascending:
Molecule | TDP1 cell CPT | KAT2A inh | DT40 TDP1 no CPT
Nc1cccc(CCc2nc3ccccc3[nH]2)c1 | -2.0% | -2.7% | -16.2%
O=C(C1=C(O)C(=O)N(c2ncccn2)C1c1ccc(F)cc1)c1ccco1 (centres undefined) | 5.1% | -6.5% | 3.3%
CC(=O)Nc1ccc(C2=NOC(C)(C)C(=O)N2Cc2cccc(C#N)c2)cc1 | -26.7% | / | -14.0%

New compounds follow
Molecule | TDP1 cell CPT | KAT2A inh | DT40 TDP1 no CPT
Cc1cccc(C)c1OCC(=O)N/N=C/c1cccn1C | -15.0% | -1.8% | -15.6%
COc1ccc(S(N)(=O)=O)cc1C(=O)OCC(=O)N1c2ccccc2NC(=O)C1(C)C | 11.8% | -7.0% | -16.0%
Cc1cnc(CNc2ccnc(-c3ccc(C(=O)N(C)C)cc3)n2)cn1 | -3.6% | -5.3% | 18.2%
O=C(NCc1ccc2c(c1)OCO2)C1CCC(=O)N1C1CCCCC1 (centres undefined) | -2.8% | -1.0% | 2.1%
COc1ccc(NC(=O)C2CCC(CNS(=O)(=O)c3csc(C(N)=O)c3)CC2)cc1OC (centres undefined) | -4.2% | -5.5% | 18.6%
COc1ccc(Nc2nc3c(S(=O)(=O)c4ccccc4)nnn3c3ccsc23)cc1OC | -11.2% | -3.1% | -6.9%
CCOC(=O)C1(Cc2cccc(F)c2)CCN(C(=O)c2cscn2)CC1 | -0.2% | 3.7% | ?
C/C1=C/CC(C)(C)/C=C/C/C(C)=C/CC1 | -4.2% | -7.9% | -21.3%
Cc1ccc(C)c(NC(=O)C2CCCN(S(=O)(=O)c3cccnc3)C2)c1 (centres undefined) | -23.3% | -4.7% | -17.5%
Cc1ccc(S(=O)(=O)NCC(C)n2nc(C)cc2C)cc1 (centres undefined) | -109.9% | -3.6% | -20.2%
O=C(O)C(Cc1ccccc1)N1C(=O)c2cccc3cccc(c23)C1=O (centres undefined) | 0.5% | 18.6% | 17.8%
COc1ccc(C2=Nn3c(nnc3-c3cccnc3)SC2)cc1 | -23.8% | -4.2% | ?
COCCNC(=O)c1ccc(N2CC3CC(C2)c2cccc(=O)n2C3)c(NC(=O)c2cc(OC)cc(OC)c2)c1 (centres undefined) | 3.4% | -1.1% | 7.1%
O=C(NC(=S)Nc1ccccc1N1CCN(C(=O)c2ccccc2)CC1)c1ccccc1F | 16.4µM* | -10.1% | 18.4µM*
O=C(O)CCN1CC2([N+](=O)[O-])CC=C(OCCO)C([N+](=O)[O-])(C1)C2 (centres undefined) | 1.1% | -6.4% | -0.8%
Cc1ccc(S(=O)(=O)Nc2ccccc2C(=O)Nc2sccc2C(=O)NN(C)C)cc1 | -0.8% | -0.3% | -16.2%

Four of these compounds in a different format.
structure: O=C(NCc1ccc2c(c1)OCO2)C1CCC(=O)N1C1CCCCC1 (centres undefined)
  TDP1 cell CPT: -2.8% | KAT2A inh: -1.0% | DT40 TDP1 no CPT: 2.1%

structure: COc1ccc(NC(=O)C2CCC(CNS(=O)(=O)c3csc(C(N)=O)c3)CC2)cc1OC (centres undefined)
  TDP1 cell CPT: -4.2% | KAT2A inh: -5.5% | DT40 TDP1 no CPT: 18.6%

structure: COc1ccc(Nc2nc3c(S(=O)(=O)c4ccccc4)nnn3c3ccsc23)cc1OC
  TDP1 cell CPT: -11.2% | KAT2A inh: -3.1% | DT40 TDP1 no CPT: -6.9%

structure: CCOC(=O)C1(Cc2cccc(F)c2)CCN(C(=O)c2cscn2)CC1
  TDP1 cell CPT: -0.2% | KAT2A inh: 3.7% | DT40 TDP1 no CPT: ?
